PLK1 PBD inh – inhibitors of human PLK1 polo-box domain binding; P53350; actives 2.8% (n = 360,000); Plk1 PBD binding of FITC phosphopeptide, fluorescence polarization; AID 720504; Potency, µM, inactives show max response, negative = inhibition, most hits filed as inhibitors; further: potency means the concentration at half of the fitted maximal effect; series mostly up to about 57 µM; on the % scale 0 is the no-effect control and ±100 the full control effect; nearly all actives have a fitted effect of over 65% in size
Target sequence (P53350 whole entry, looked up, the tested form may be a part): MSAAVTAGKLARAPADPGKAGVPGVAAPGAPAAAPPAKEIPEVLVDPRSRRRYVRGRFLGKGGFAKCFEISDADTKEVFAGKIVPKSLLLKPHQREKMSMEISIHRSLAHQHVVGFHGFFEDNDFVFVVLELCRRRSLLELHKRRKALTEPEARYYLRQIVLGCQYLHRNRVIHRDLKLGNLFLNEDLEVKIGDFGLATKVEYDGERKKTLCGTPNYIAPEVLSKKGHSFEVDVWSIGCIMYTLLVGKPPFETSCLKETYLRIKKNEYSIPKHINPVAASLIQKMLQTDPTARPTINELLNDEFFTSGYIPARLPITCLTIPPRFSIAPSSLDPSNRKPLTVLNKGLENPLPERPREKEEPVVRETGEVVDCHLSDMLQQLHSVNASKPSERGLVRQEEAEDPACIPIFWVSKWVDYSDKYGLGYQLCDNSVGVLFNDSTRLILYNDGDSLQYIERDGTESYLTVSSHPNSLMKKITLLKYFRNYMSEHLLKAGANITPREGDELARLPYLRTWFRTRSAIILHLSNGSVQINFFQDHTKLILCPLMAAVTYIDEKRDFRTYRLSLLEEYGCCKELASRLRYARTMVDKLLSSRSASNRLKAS
MmCpn inh – M. maripaludis TRiC chaperonin inhibition | AID 504842 | actives 0.031% (n = 330,000) | purified Mm-Cpn ATPase, ADP Transcreener TR-FRET | Potency, µM (series often up to 76.9 µM), for the others: top-dose activity, negative = inhibition, hits mostly inhibitors; further: potency means the concentration at half of the fitted maximal effect; on the % scale 0 is the no-effect control and ±100 the full control effect; nearly all actives have a fitted effect of over 80% in size
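Measured: ADP formation by purified Mm-CPN. Conditions: 25 nM protein, 10 uM ATP, Tris pH 7.4 with Mg2+, K+ and DTT, 37°C for 30 min. Detection: Transcreener HTRF after 30 min at room temperature.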
EPAC1 antag – EPAC1 (human) antagonism; EPAC1 GEF assay, Rap1b-BODIPY-GDP exchange fluorescence; Potency, µM (doses to about 115 µM), without a hit: top-dose activity change, negative = inhibition, usual class: inhibitors; actives 0.14% (n = 360,000); AID 720709;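 further: potency means the concentration at half of the fitted maximal effect; plate controls were vehicle for no effect and positive control for full effect; nearly all actives have a fitted effect of over 50% in size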
EPAC2 antag – blocks human EPAC2 exchange factor. actives 0.18% (n = 360,000). AID 720708. EPAC2 GEF exchange of Rap1B-BODIPY-GDP, fluorescence. Q8WZA2. Potency, µM (series often up to 114 µM), without a hit: top-dose activity, negative = inhibition, hits mostly inhibitors; further: potency means the concentration at half of the fitted maximal effect; on the % scale 0 is the no-effect control and ±100 the full control effect; nearly all actives have a fitted effect of over 45% in size; many of its hits are not listed in these tables
EPAC1 ag – agonists of human EPAC1; AID 720707; EPAC1 agonist qHTS, biochemical assay; response scale: 100% = response to 6.5 mM cAMP; Potency, µM (titrated, usually from 154 µM), for inactives: at the top dose activation, usual class: activators; actives 0.073% (n = 360,000); O95398; further: potency means the concentration at half of the fitted maximal effect; nearly all actives have a fitted effect of over 60% in size
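Nucleotide exchange assay: 100 nM EPAC1 with 250 nM Rap1B loaded with BODIPY-GDP and 50 uM GDP, room temperature. Fluorescence (480/540 nm) read every 5 min for 30 min; signal change normalized to 6.5 mM cAMP as full agonist.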
CCT modulator – cytosolic chaperonin activity modulation | activity change, % (test concentration not listed), hits read low | AID 651819 | purified chaperonin ATPase assay, HTRF ADP detection, 30 min | actives 0.3% (n = 360,000); in the data active means activity change below about -30%; further: on the % scale 0 is the no-effect control and ±100 the full control effect
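TRiC at 40 or 20 nM final (batch-dependent) in 30 mM Tris pH 7.4, 100 mM KCl, 5 mM MgCl2, 1 mM DTT, with compound at single 76 uM and 10 uM ATP, 30 min at 37 deg C. ADP detected by HTRF Transcreener, 665/615 ratio.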
WRN inhibitor – WRN helicase (human) inhibition | Q14191 | WRN helicase unwinding, fluorescent forked duplex, kinetic | Potency, µM (top dose mostly 114 µM), for inactives: top-dose activity change, negative = inhibition, actives largely listed as inhibitors | actives 0.46% (n = 360,000); further: potency means the concentration at half of the fitted maximal effect; on the % scale 0 is the no-effect control and ±100 the full control effect; nearly all actives have a fitted effect of over 55% in size
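Screening of the MLSMR collection measured strand separation of a quenched forked DNA duplex (100 nM) by 20 nM WRN with 2 mM ATP, all final. Compounds were preincubated with enzyme 15 min at room temperature.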
PI5P4K alpha inh – PI5P4K alpha (human) kinase inhibition; P48426; PI5P4Kalpha enzyme, ADP-Glo luminescence, 60 min; active compounds read low; max response, %; actives 1.2% (n = 330,000); active means max response of -50% or lower; inconclusive means between -30% and -50%; inactive means -30% or higher; further: value at the top dose of about 77 µM; on the % scale 0 is the no-effect control and ±100 the full control effect
Target sequence (P48426 whole entry, looked up): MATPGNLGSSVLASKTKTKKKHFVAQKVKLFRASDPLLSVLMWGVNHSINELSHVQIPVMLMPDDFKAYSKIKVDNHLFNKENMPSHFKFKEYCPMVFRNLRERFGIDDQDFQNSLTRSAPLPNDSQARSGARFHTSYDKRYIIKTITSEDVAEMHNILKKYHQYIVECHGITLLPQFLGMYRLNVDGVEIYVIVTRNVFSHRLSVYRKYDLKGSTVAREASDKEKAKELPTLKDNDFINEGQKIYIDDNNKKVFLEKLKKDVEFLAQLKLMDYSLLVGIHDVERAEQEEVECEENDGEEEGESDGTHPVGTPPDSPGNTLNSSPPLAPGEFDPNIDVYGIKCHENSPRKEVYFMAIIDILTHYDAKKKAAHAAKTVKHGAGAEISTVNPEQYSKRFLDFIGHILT
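PI5P4Kalpha ADP-Glo assay; 5 microM ATP final; 60 min RT reaction; HEPES pH 7.4/EGTA/CHAPS, 5% DMSO; controls lacking substrate or enzyme; luminescent end-point.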
An asterisk follows results filed as active; ? = inconclusive; . = no result given; & = joins results of further samples; [ ] = another dose, or the depositor's remark. Unless noted, the call rests on the fitted dose curve; in most records, active means well fitted curve in the direction sought with a large enough effect; inconclusive means small, poorly fitted or top-dose-only effect, or another doubt; inactive means no such curve, though single readings can be large; an effect the other way counts as inactive or inconclusive. Not all compounds are listed; rates above refer to the full screens.

smiles,WRN inhibitor,MmCpn inh,PI5P4K alpha inh,CCT modulator,PLK1 PBD inh,EPAC1 ag,EPAC2 antag,EPAC1 antag
COc1ccc2[nH]cc(CCNC(=O)Cc3ccc(Cl)cc3)c2c1,-6%,1%,0,0.9,-10%,12%,-6%,10%
C=CCNC(=O)c1ccccc1NC(=O)c1ccccc1C,2%,-1%,4,-1.9,4%,4%,7%,12%
Cc1ccc(-n2cc[nH]c2=S)c(C)c1,-16%,-10%,0,2.1,?,-2%,2%,-2%
COC(=O)Nc1ccc2c(c1)N(C(=O)CCCl)c1ccccc1S2,8%,-1%,6,-0.6,-11%,6%,-22%,-9%
O=C(CN1CCN(Cc2ccccc2)CC1)N/N=C\C=C/c1ccco1,-26%,-1%,1,-5.2,-19%,-6%,-10%,-28%
O=C(Cn1ncc(Cl)c(Cl)c1=O)Nc1ccc2c(c1)OCO2,-7%[11.6 µM],0%,-52*,1.7,-11%,6%,-3%,-16%
O=S(=O)(Nc1cccc2cn[nH]c12)c1ccc(F)cc1,-1%,-1%,1,3.5,-1%,3%,12%,2%
Cc1ccccc1N1CCN(C2CCCN(C(=O)c3snnc3C)C2)CC1 (stereo not drawn),-10%,1%,2,-0.1,-4%,-26%,-3%,2%
CCCC1CC(=O)NC1(C(=O)OCC)C(=O)OCC (stereo not drawn),-8%,.,-5,0.1,2%,2%,4%,1%
O=C(CN(CCO)c1ccccc1)Nc1cccc(S(=O)(=O)N2CCCC2)c1,0%,1%,-5,2.3,-5%,-5%,16%,-18%
COc1ccc(S(=O)(=O)NC(C(=O)OCC(=O)Nc2ccc(N3CCOCC3)cc2)C(C)C)cc1 (stereo not drawn),-16%,.,7,3.0,-5%,-7%,2%,-7%
CCOc1ccc(C(=O)OC2CCCN(C)C2)cc1 (stereo not drawn),2%,1%,-2,-0.6,2%,-9%,16%,-21%
COc1ccc(C(Sc2ccccc2)c2ccccc2)cc1OC (stereo not drawn),0%,1%,13,-2.0,-6%,-18%,?,-26%
O=C(Nc1ccc2c(c1)OCCO2)C(c1cc2ccccc2o1)N1CCN(c2ccc(C(F)(F)F)cn2)CC1 (stereo not drawn),-4%,.,16,-0.9,4%,-12%,5%,7%
Cc1c(C(=O)N(C)CCOc2ccccc2)oc2c(Cl)cccc12,-3%,1%,25,-2.6,1%,15%,-24%,2%
CCOc1ccccc1-c1nc(-c2cc3ccc(C)cc3[nH]c2=O)no1,-6%,-2%,.,-0.2,-10%,2%,-1%,-1%
COc1ccc(C(CNC(=O)CSc2ccccc2)N2CCOCC2)cc1 (stereo not drawn),7%,.,4,0.8,-29%,-5%,-16%,5%
C=CC(=O)Nc1cccc(Oc2ccnc3[nH]ccc23)c1,?,.,-72*,-2.8,-10%,4%,?,-21%
Cc1ccc(S(=O)(=O)N2CCN(c3ccc([N+](=O)[O-])c(NCCN4CCOCC4)c3)CC2)cc1,-5%,-1%,3,-0.8,8%,-5%,1%,-8%
O=C(Cc1cccs1)Nc1nc(-c2ccc(F)c(F)c2)cs1,-3%,1%,-17,1.5,-8%,14%,-5%,5%
Cc1ccc(C(=O)N/N=C\c2ccccn2)cn1,-1%,-3%,-12,-2.0,-6%,-4%,5%,-16%
CCOC(=O)c1sc(NC(=O)c2ccccc2OCC)nc1C,0%,-3%,1,-4.4,7%,-9%,8%,-11%
CN(c1ccccc1)S(=O)(=O)c1cccc(NC(=O)c2ccc3ncsc3c2)c1,-21%,0%,-4,1.1,-2%,8%,-4%,-5%
COC(=O)C1=C(C)N(CCc2c[nH]c3ccccc23)C(=O)/C1=C\N(C)C,-6%,1%,-15,0.1,24µM*,7%,-5%,-18%
O=C(NCCSCc1ccco1)Nc1cccc(Cl)c1,-8%,1%,.,-2.2,-11%,7%,2%,-8%
CC(=O)C1=C(O)C(=O)N(CCC(=O)O)C1c1ccccc1[N+](=O)[O-] (stereo not drawn),-5%,0%,-6,1.5,-9%,1%,-2%,-1%
N#C/C=C1\n2c(nc3ccccc32)OC12CCCCC2,5%,0%,3,0.6,0%,2%,8%,4%
CSCc1ccc(C(=O)NC2CC(C)(C)Cc3c2cnn3-c2ccc(F)cc2)o1 (stereo not drawn),-5%,1%,3,0.3,-10%,2%,-15%,-11%
C#CCN(C[C@@H]1[C@@H](OC(=O)NCc2ccc(OC)c(OC)c2)[C@@H](OC(=O)NCc2ccc(OC)c(OC)c2)CN(C(=O)OC(C)C)N1C(=O)OC(C)C)S(=O)(=O)c1ccc(C)cc1,-4%,.,18,0.7,-26%,-9%,-5%,-18%
COC(=O)c1cc(=O)n(Cc2cccs2)c(=Nc2ccccc2)s1,-5%,1%,4,-2.7,-10%,5%,-20%,-20%
O=C(C[C@H]1C/C=C\C[C@@H](Cc2ccc(F)cc2)C(=O)OC[C@@H]2CCCN2C1=O)NCCO,-1%,2%,4,0.6,1%,7%,15%,4%
CCC1C(=NO)C(CC)C(c2ccccc2)NC1c1ccccc1 (stereo not drawn),0%,1%,2,-2.2,-4%,-7%,-20%,?
CC(=O)Nc1ccc(CNc2nc(NC(C)C)nc3ccsc23)cc1,6%,.,-5,0.2,2%,-5%,30%,-1%
COc1cccc(-c2nc(CS(=O)(=O)CC(=O)NCCc3ccc(C)cc3)c(C)o2)c1,7%,-3%,6,1.8,2%,-15%,14%,-6%
CC1=C(C(N)=O)C(c2cccnc2)n2nc(SCc3ccccc3Cl)nc2N1 (stereo not drawn),-13%,2%,1,0.5,-15%,-2%,-9%,-16%
Cc1ccc(C)n1-c1ccsc1C(=O)CC#N,3%,-4%,-11,1.5,-20%,9%,-17%,8%
C/C(O)=C(/C#N)c1nc2ccccc2[nH]1,-12%,-1%,-2,-1.2,-1%,2%,-2%,-12%
COc1ccc(OCc2nc(N)nc(Nc3ccc(C)cc3)n2)cc1,2%,-1%,0,-9.1,0%,-7%,-2%,0%
COc1cc(C2C(C(=O)c3cc4ccccc4o3)=C(O)C(=O)N2CCN2CCOCC2)ccc1OCCC(C)C (stereo not drawn),-34%,-6%,-9,-1.3,-14%,-25%,-3%,-15%
O=C(OCc1cn([C@@H]2CN(CC3CCCCC3)[C@@H](c3ccccc3)C[C@H]2O)nn1)c1ccccc1,6%,.,3,-0.4,4%,-13%,-16%,-6%
O=C(CN1C(=O)CSc2ccccc21)N/N=C/c1ccco1,-1%,0%,-1,-1.7,1%,6%,4%,-7%
Cc1ccc(-n2nc3c(=O)n(CC(=O)NCc4ccccn4)nc(C)c3c2C)cc1,-4%,-1%,-6,0.9,1%,5%,1%,3%
CCOc1ccc(N2CC(C(=O)N3CCCC3)CC2=O)cc1 (stereo not drawn),16%,1%,-5,-0.7,-12%,10%,3%,10%
CCCCn1c(=O)[nH]c(=O)c2c1nc(-c1ccc(OC(F)F)c(OC)c1)n2C,7%,-2%,5,-1.3,-15%,7%,-5%,3%
C[n+]1c2n(c3ccccc31)N=C(c1ccc(Cl)cc1)CS2,-15%,1%,.,1.7,-9%,-7%,8%,3%
C=CCOC(=O)C1=C[C@H](c2cn(C(C)=O)c3ccccc23)C[C@H](OCc2ccc(CO)cc2)O1,-12%,.,-2,-4.6,-21%,12%,6%,-1%
Cc1ccc(C)c(-n2c(SCC(=O)N3CCC(C(=O)O)CC3)nnc2-c2cccc(Cl)c2)c1,6%,-2%,-7,-1.7,-3%,2%,-4%,-8%
CCC(C)(C)n1nnnc1C(c1ccccn1)N1CCCCC1 (stereo not drawn),-2%,-12%,-8,-1.6,-3%,5%,4%,14%

Reprinted from the part before: 3 entries; new compounds follow.
smiles,WRN inhibitor,MmCpn inh,PI5P4K alpha inh,CCT modulator,PLK1 PBD inh,EPAC1 ag,EPAC2 antag,EPAC1 antag
C=CCOC(=O)C1=C[C@H](c2cn(C(C)=O)c3ccccc23)C[C@H](OCc2ccc(CO)cc2)O1,-12%,.,-2,-4.6,-21%,12%,6%,-1%
Cc1ccc(C)c(-n2c(SCC(=O)N3CCC(C(=O)O)CC3)nnc2-c2cccc(Cl)c2)c1,6%,-2%,-7,-1.7,-3%,2%,-4%,-8%
CCC(C)(C)n1nnnc1C(c1ccccn1)N1CCCCC1 (stereo not drawn),-2%,-12%,-8,-1.6,-3%,5%,4%,14%
CCn1c(-c2cccc(S(=O)(=O)N3CCCC3)c2)n[nH]c1=S,-10%,-5%,-26,2.3,0%,5%,-4%,10%
Cc1ccc(-c2cc(C(=O)N/N=C/c3ccco3)n[nH]2)s1,-11%,2%,-25,1.5,-10%,-4%,1%,-21%
CCN(CC)CCCN1C=C2C(=O)C(C)(OC(=O)CCc3ccccc3)C(=O)C=C2C=C1c1ccc(C#N)cc1 (stereo not drawn),6%,1%,-23,-1.1,-22%,-3%,18%,-3%
CCCC(=O)N1CC(=O)Nc2ccc(C)cc2C1c1ccc(F)cc1 (stereo not drawn),2%,-1%,-4,0.3,5%,-7%,-11%,-2%
Cc1ccc2nc(SCC(=O)c3ccc(Cl)cc3)nc(=O)n2c1,-28%,0%,4,1.4,-21%,-14%,9%,-2%
COc1cc2c(cc1OC)/C(=C/C(=O)N1CCOCC1)NC(C)(C)C2,-28%,-3%,7,-0.8,-7%,10%,-6%,2%
COc1ccc(C2=NS(=O)(=O)N(C)C(C(=O)NCc3cccs3)=C2)cc1OC,2%,-5%,0,0.7,0%,1%,-23%,-17%
COC(=O)COc1ccc(S(=O)(=O)Nc2ccc(C(N)=O)cc2)cc1Cl,-10%,1%,.,-0.7,-1%,7%,-2%,3%
COc1ccc(CNC(=O)c2nn(C)c3c2CS(=O)(=O)c2ccccc2-3)cc1,3%,0%,4,-0.7,2%,-7%,4%,-18%
Cc1nn(S(=O)(=O)N2CCOCC2)c(C)c1Br,4%,0%,1,0.2,3%,6%,-5%,22%
CCOC(=O)c1cc2c(=O)n3cccc(C)c3nc2n(CC2CCCO2)c1=NC(C)=O (stereo not drawn),17%&4%,.,-9&8,-0.6&-2.0,-6%&-2%,2%&-10%,1%&0%,13%&3%
Cc1ccc(OCCN2C(=O)C(=O)c3cccc(C)c32)cc1,1%,-3%,1,-1.5,-4%,11%,-14%,-11%
